Assay outcomes: PubChem, National Center for Advancing Translational Sciences (NCATS)
Lipid storage S3: qHTS Assay for Lipid Storage Modulators in Drosophila S3 Cells; Drosophila S3 cells, BODIPY lipid droplet fluorescence, 18-24 h; cells fed with added oleic acid; actives 0.64% (n = 320,000); AID 2685; lipid storage change, negative = inhibition, % at the top dose, mostly 46.1 µM; hits show Potency in µM; active means well fitted inhibition curve with a large enough effect in the signal ratio, with a control signal flat, not every such curve was filed as active; inconclusive means small, poorly fitted or top-dose-only effect, or effect the other way, or a change in a side signal; the % refers to the signal ratio
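Drosophila S3 cells loaded with oleic acid (400 uM, as added) and compounds at several concentrations; lipid droplets imaged by 488-nm laser-scanning cytometry, 500–530 nm intensity and object ratio to cell channel. Percent activity normalized to 20 uM Triacsin C.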
Lipid storage S3 cell count max: second read-out of Lipid storage S3, no call of its own (marks repeat the call); cell number change, %; measured here: cell count max response;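 cells counted by Cell Tracker Red CMTPX staining in the red channel; peak over a dose series mostly up to 46.1 µM; percent activity relative to internal control wells on each plate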
* hit, by the source's call; i = inactive; ? = inconclusive; · = not tested or not shown; [ ] = another dose, or the depositor's remark. On the % scale 0 is the no-effect control and ±100 the full control effect; potency means the concentration at half of the fitted maximal effect. A portion of the library; rates above refer to the full screens.

Order of values: Lipid storage S3 cell count max | Lipid storage S3
Cc1nn(Cc2c(Cl)cccc2Cl)c(C)c1NC(=O)CCCn1nc([N+](=O)[O-])c(Cl)c1C
    · | ?
CN(C)CCCN(C(=O)c1ccc(S(=O)(=O)N(C)C2CCCCC2)cc1)c1nc2ccc(Br)cc2s1
    2 | -4%
Cn1nc(C(F)(F)F)c(/C=N/OC(=O)c2ccccc2)c1SCc1ccc(Cl)cc1
    -6 | 10%
COc1ccc(-n2nnc3c(=O)n(CC(=O)N4CCC(C)CC4)cnc32)cc1
    · | ?
Cc1ccc(NC(=O)Cn2ccnc2)cc1C
    -19 | i
Cc1ccc(-c2c[n+]3c(n2-c2ccccc2)SCC3)cc1
    14 | -2%
O=C(COC(=O)c1ccc(O)cc1O)NC12CC3CC(CC(C3)C1)C2
    · | ?
FC(F)(F)c1nnc2n1N=C(c1cccs1)CS2
    · | ?
Cc1c(Br)c([N+](=O)[O-])nn1CC(=O)N(C)Cc1ccccc1
    8 | 0%
Cc1ccc(N2C(=O)CC(Sc3cccs3)C2=O)cc1 (configuration not stated)
    · | ?
CSc1ccc(CN(C)C(=O)c2cc3ccccc3o2)cc1
    · | i
CCOC(=O)n1c(=O)n(Cc2ccc(OC)cc2)c2ccccc21
    1 | 21%
COc1ccc(S(=O)(=O)Cc2ccc(C(=O)N3CCN(c4cc(Cl)ccc4C)CC3)o2)cc1
    · | ?
CCOc1ccc2nc(COC(=O)c3ccncc3)c(C(=O)c3ccccc3)[n+]([O-])c2c1
    · | ?
COc1ccc(-n2c(C)cc(/C=N/Nc3nc(N4CCOCC4)nc(N4CCOCC4)n3)c2C)cc1
    · | ?
COc1ccc(NC(=O)NC(C)(C(F)(F)F)C(F)(F)F)cc1
    · | ?
COC(=O)C1C(=O)C=C(Nc2ccc(F)cc2F)CC1c1ccc(OC)cc1 (configuration not stated)
    · | ?
CCN(CC)CCCNC(=O)c1ccc(Cl)c(S(=O)(=O)Nc2ccccc2OC)c1
    -16 | -32%
CCOc1ccc(-n2cc(C(=O)N3CCC(C)CC3)c3cc(OC)c(OC)cc3c2=O)cc1
    · | ?
CCOC(=O)Cn1c(=NC(=O)c2cccs2)sc2cc(C(=O)OC)ccc21
    -5 | 28%

(further entries)
Order of values: Lipid storage S3 cell count max | Lipid storage S3
Brc1ccccc1C1=Nn2c(nnc2-c2ccco2)SC1
    · | ?
Cc1nc(N2CCOCC2)c2c(C)c(C(=O)Nc3ccccc3C(F)(F)F)sc2n1
    19 | -6%
O=C(COC(=O)C1CCN(S(=O)(=O)c2ccc3c(c2)OCCO3)CC1)NC1CCS(=O)(=O)C1 (configuration not stated)
    · | ?
Nc1nnc(CC2=CCCCC2)s1
    · | ?
Cc1cc(C)n(-c2nc3c(c(=O)[nH]c(=O)n3C)n2CC(C)C)n1
    · | ?
CCN(CCn1cccn1)C(=O)C1CCC(=O)N(CCN2CCOCC2)C1 (configuration not stated)
    -4 | -6%
CCCc1c(C(=O)NNc2cccc(Cl)c2)cnn1-c1ccccc1
    15 | 11%
CCCC1=C(C(=O)OCC)C(c2cc(Cl)cc(OC)c2OCC(=O)OCC)NC(=O)N1 (configuration not stated)
    · | ?
Cc1ccccc1/C=c1\s/c(=C\C(=O)C(C)(C)C)[nH]c1=O
    · | ?
COc1ccc(Nc2cc(=O)oc3ccccc23)cc1
    · | ?
O=C(NNC(=O)c1ccc2ccccc2c1O)c1cccs1
    -7 | -2%
Cc1ccc(CNS(=O)(=O)c2ccc3c(c2)CCN3C(=O)CCCC(=O)O)cc1
    · | ?
CCOC(=O)c1cnc2c(C(=O)OC)cccc2c1NCc1ccco1
    · | ?
NC(=O)c1cc([N+](=O)[O-])ccc1NCc1cnccn1
    · | ?
Cc1ccc(Nc2ncnc3ccccc23)cc1
    5 | 21%
CC1(C)CC(=O)c2cc(OCC(=O)NCCCN3CCN(c4ccc(F)cc4)CC3)ccc2O1
    3 | i
CCn1ncc(C(=O)Nc2cc(C)on2)c1C
    3 | 1%
COc1cc(-c2c(NC(=O)c3ccco3)oc3ccccc3c2=O)cc(OC)c1OC
    9 | i
COc1ccc(S(=O)(=O)N2CCC(C(=O)N[C@H](C(=O)N3CCCCCC3)C(C)C)CC2)cc1
    · | ?
COC(=O)/C(C#N)=C/N(C)C
    1 | 9%

Record cards (already shown). Order of values: Lipid storage S3 cell count max | Lipid storage S3
O=C(COC(=O)C1CCN(S(=O)(=O)c2ccc3c(c2)OCCO3)CC1)NC1CCS(=O)(=O)C1 (configuration not stated) as listed: · | ?
COc1ccc(S(=O)(=O)N2CCC(C(=O)N[C@H](C(=O)N3CCCCCC3)C(C)C)CC2)cc1 as listed: · | ?
Cc1nc(N2CCOCC2)c2c(C)c(C(=O)Nc3ccccc3C(F)(F)F)sc2n1 as listed: 19 | -6%
COc1ccc(Nc2cc(=O)oc3ccccc23)cc1 as listed: · | ?
CCN(CCn1cccn1)C(=O)C1CCC(=O)N(CCN2CCOCC2)C1 (configuration not stated) as listed: -4 | -6%

The results go on:
Order of values: Lipid storage S3 cell count max | Lipid storage S3
COc1ccc(C2NC(c3ccc(OC)cc3)C(C)C(=O)C2C)cc1 (configuration not stated)
    · | ?
CC(=O)NC(=S)Nc1sc2c(c1C#N)CCCCC2
    10 | 6%
OCCNc1nc(Nc2ccc(Br)cc2)nc2ccccc12
    -14 | 2%
CCOC(=O)C1(Cc2ccccc2C)CCCN(S(=O)(=O)CC)C1 (configuration not stated)
    16 | i
CC(=O)Nc1ccc(-n2nnnc2SCC(=O)Nc2cccc(NC(=O)c3ccco3)c2)cc1
    · | ?
COc1ccc(S(=O)(=O)N2CCCC(C(=O)NCc3ccco3)C2)cc1OC (configuration not stated)
    -1 | -2%
COc1ccc(S(=O)(=O)Nc2nc3ccccc3nc2NCc2ccc3c(c2)OCO3)cc1
    4 | 0%
CCOc1cc(/C=N\NC(N)=O)cc(Br)c1OC(C)C
    · | ?
N#C/C(C(=O)c1ccccc1)=C1/SC=C(N)N1c1ccccc1
    · | ?
COc1ccccc1C(=O)N/N=C(\C)CC(=O)Nc1ccc(Nc2ccccc2)cc1
    · | ?
Cc1ccc(C(=O)CCC(=O)N(C)CC(=O)Nc2ccccc2Br)cc1
    · | ?
CCCOCC(O)CCc1n[nH]c(=S)n1-c1ccccc1 (configuration not stated)
    2 | -1%
CC1(C)CC(=O)C(C=N)=C(O)C1
    · | ?
Nc1c(N(Cc2ccccc2)C(=O)CCc2ccccc2)c(=O)[nH]c(=O)n1Cc1ccccc1
    · | ?
O=C(O)c1cc([N+](=O)[O-])ccc1N1CCCCC1
    · | -18%
COc1ccc(C(=O)/C=C(\C)Nc2ccc(NC(C)=O)cc2)cc1
    -13 | i
CC1(c2ccc(Cl)cc2Cl)NC(=O)N(CC(=O)Nc2cccnc2Cl)C1=O (configuration not stated)
    -10 | 21%
O=C(O)c1cncc(C#Cc2ccccc2)c1
    16 | 9%
Cc1cc2[nH]c3ccccc3c2cn1
    · | -13%
CCC(Sc1nc(-c2ccccc2)cc(=O)[nH]1)C(=O)O (configuration not stated)
    -16 | -13%

(further entries)
Order of values: Lipid storage S3 cell count max | Lipid storage S3
CCC(=O)Nc1nc2ccc(NC(=O)COc3ccccc3)cc2s1
    · | ?
O=C1CN(C(=O)COC(=O)/C=C/c2ccc(S(=O)(=O)N3CCOCC3)cc2)c2ccccc2N1
    · | ?
O=S(=O)([N-]c1nc2ccccc2nc1-[n+]1ccc(CCCc2ccccc2)cc1)c1cccs1
    -7 | 4%
CCc1ccc(OCC(=O)NN2Cc3ccccc3C2=N)cc1
    · | ?
COc1ccccc1Nc1nc2nonc2nc1N1CCCCC1C (configuration not stated)
    3 | 22%
O=C(NC(=S)Nc1cccc(Cl)c1N1CCOCC1)c1cccs1
    -2 | 15%[9.22 µM]
Cc1cc(=O)oc2cc(OCc3nnc(-c4ccccc4Br)o3)ccc12
    · | ?
O=C(NCC1CCCO1)c1sc(=S)n2c1[nH]c(=O)c1ccc(C(=O)N3CCCCC3)cc12 (configuration not stated)
    -5 | 24%
Cc1cc2nc(NC3=NCN(Cc4ccc5c(c4)OCO5)CN3)nc(C)c2cc1C
    · | ?
Cc1ccc2cc(CN(Cc3ccco3)C(=O)c3ccco3)c3nnnn3c2c1
    · | ?
CCCCC1CC(C)(C(=O)CSc2nc3ccccc3s2)OC1=O (configuration not stated)
    · | i
Cc1nn(C)c(C)c1C1C(C#N)=C(N)OC2=C1C(=O)CC(C)(C)C2 (configuration not stated)
    · | ?
O=c1ccc2c(o1)/C(=C/C=C(Cl)Cl)CCC2
    10 | 14%
c1ccc(CNC2=NCCCC2)cc1
    2 | 24%
C=CCc1cccc2cc(C(=O)N3CCN(C(=O)OCC)CC3)c(=O)oc12
    · | ?
O=C(Cc1cccc(C(F)(F)F)c1)Nc1ccc(S(=O)(=O)N2CCCC2)cc1
    · | ?
NNC(=O)c1ccccc1-n1cccc1
    -15 | 8%
NC(=O)c1ccc(N=Nc2c(O)c3ccccc3[nH]c2=O)cc1
    9 | 5%
Cc1cc(C)nc(-n2ncc(C#N)c2N)n1
    2 | 9%
COC(=O)C1=NN(C(C)(C)CC(C)=O)C2C(=O)N(C3CCCCC3)C(=O)C12 (configuration not stated)
    -1 | -2%

Remaining list, next part
Order of values: Lipid storage S3 cell count max | Lipid storage S3
COC1(c2cc(-c3ccccc3)nc(N)n2)CCCCC1
    · | ?
COc1ccc(OCC(=O)N2CCN(c3nnc(-c4ccc(C)cc4)c4ccccc34)CC2)cc1
    · | ?
CCc1ccc(-c2nc(SCC(=O)c3c(N)n(C4CC4)c(=O)[nH]c3=O)n[nH]2)cc1
    · | ?
CCCNC(=O)CN(C1CCCCC1)S(C)(=O)=O
    · | ?
Cc1ccc(OCC(O)Cn2c(N)nc3c2c(=O)n(C)c(=O)n3C)cc1 (configuration not stated)
    · | ?
CCCc1cc2c(cc1NC(=O)c1ccccc1Cl)OCO2
    · | ?
Cc1ccc(NC(=O)C2C3C=CC4(CN(Cc5cccnc5)C(=O)C24)O3)cc1F (configuration not stated)
    -9 | 10%
CCCCOC(=O)N1CCOCCOCCOCCOCC1
    -7 | -13%
CCN(CC)C(=O)c1cc2sc3ccccc3c2s1
    -5 | 25%
O=C(Nc1ccccc1C(F)(F)F)NC1CCCCCCC1
    · | ?
O=C(O)CC1(CC(=O)NCc2ccccn2)CCCCC1
    -2 | 9%
CC(=O)COC(=O)c1cccc(N2C(=O)C3C4C=CC(C4)C3C2=O)c1 (configuration not stated)
    -12 | -7%
COC(=O)c1scc(C)c1NC(=O)Cc1ccccc1
    6 | 12%
COc1ccc(NC(=O)C/C(C)=N/NC(=O)c2ccccn2)c(OC)c1
    · | ?
COc1ccc(C(=O)CCC(=O)NC2=NCCS2)cc1
    15 | i
COc1ccc(OCC(=O)Nc2ccncc2)cc1
    · | ?
COc1ccc(-c2noc(CSc3nc4sc(C)c(C)c4c(=O)n3-c3ccccc3)n2)cc1OC
    · | i
Cc1nc2cc3ccccc3cc2c(=O)[nH]1
    · | ?
CCN(Cc1ccccc1)c1ccc(/C=N/NC(=O)c2cccc(S(=O)(=O)N3CCOCC3)c2)cc1
    · | ?
O=C1c2ccccc2C(=O)N1CCc1c[nH]c2ccc(O)cc12
    · | ?

Next part:
Order of values: Lipid storage S3 cell count max | Lipid storage S3
Clc1ccc2ncc(-c3nnnn3-c3ccccc3)c(-c3ccccc3)c2c1
    · | ?
C=CCn1c(SCC(=O)N2CC(C)OC(C)C2)nnc1-c1ccncc1 (configuration not stated)
    · | ?
COc1cccc(CSc2nnc(C(F)(F)F)n2Cc2ccc(F)cc2)c1
    · | ?
O=C(NCC(O)COc1ccc([N+](=O)[O-])cc1)Nc1ccccc1 (configuration not stated)
    11 | 6%
COc1cc(C(=O)N/N=C/c2ccc(OC(=O)c3ccccc3Cl)cc2)ccc1O
    · | ?
Cc1nn(CCCC(=O)Nc2ccccn2)c(C)c1[N+](=O)[O-]
    · | ?
CCC(=O)N(Cc1cc2ccccc2[nH]c1=O)c1ccc(OC)cc1
    -4 | 3%
CC(C)(C)c1ccc(OCC(=O)NCCN2CCOCC2)cc1
    · | ?
COc1ccc(CCN2C(=O)CN(Cc3ccccc3)CC2=O)cc1OC
    · | ?
CC(Nc1c[nH]c(=O)[nH]c1=O)c1ccccc1 (configuration not stated)
    · | ?
CC(C)C[C@@H](CSc1ccc(Br)cc1)N1CCN(C)CCC1=O
    -4 | 14%
COc1ccc(-n2nc3c(c2NC(=O)c2cc4ccccc4o2)CS(=O)(=O)C3)cc1
    -5 | -13%
Cc1ccccc1C(=O)N1CCN(c2ncnc3c2cnn3-c2ccccc2)CC1
    · | ?
COC(=O)CSC1=C(C#N)C(c2ccccc2F)CC(=O)N1 (configuration not stated)
    7 | 15%
O=C(CCn1c(=O)sc2ccccc21)Nc1nccs1
    · | ?
COCCn1nnnc1C(CC(C)C)N1CCN(C(=O)c2ccco2)CC1 (configuration not stated)
    · | ?
O=C(CSc1nc(-c2ccccc2)c(-c2ccccc2)o1)Nc1nnc(-c2ccccc2)s1
    5 | 19%
Cn1c(N2CCN(S(=O)(=O)c3ccc(F)cc3)CC2)nc2ccccc21
    19 | 1%
Cc1cc(NC(=O)CSc2nc(N)c(NC(=O)c3ccccc3)c(=O)[nH]2)no1
    4 | 14%
O=C(/C=C/c1ccc(Cl)cc1)NC(=S)NN1CCCCC1c1cccnc1 (configuration not stated)
    · | ?

2 entries from above, with tabs:
structure	Lipid storage S3 cell count max	Lipid storage S3
O=C(CCn1c(=O)sc2ccccc21)Nc1nccs1	·	?
O=C(/C=C/c1ccc(Cl)cc1)NC(=S)NN1CCCCC1c1cccnc1 (configuration not stated)	·	?
